# Screens from PubChem BioAssay.
# AmpC no deterg – qHTS Inhibitors of AmpC Beta-Lactamase (assay without detergent) | Potency, µM (highest dose often 57.1 µM), without a hit: top-dose activity change, negative = inhibition, usual class: inhibitors | 330,000 compounds, 0.52% hits | AmpC nitrocefin hydrolysis, absorbance 480 nm, 0.0001% Triton | P00811;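 further: potency means the concentration at half of the fitted maximal effect; plate controls were no compound for no effect and no enzyme for full effect; nearly all actives have a fitted effect of over 20% in size; some results filed as inactive show a strong effect at the top dose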
# Target sequence (P00811 whole entry, looked up): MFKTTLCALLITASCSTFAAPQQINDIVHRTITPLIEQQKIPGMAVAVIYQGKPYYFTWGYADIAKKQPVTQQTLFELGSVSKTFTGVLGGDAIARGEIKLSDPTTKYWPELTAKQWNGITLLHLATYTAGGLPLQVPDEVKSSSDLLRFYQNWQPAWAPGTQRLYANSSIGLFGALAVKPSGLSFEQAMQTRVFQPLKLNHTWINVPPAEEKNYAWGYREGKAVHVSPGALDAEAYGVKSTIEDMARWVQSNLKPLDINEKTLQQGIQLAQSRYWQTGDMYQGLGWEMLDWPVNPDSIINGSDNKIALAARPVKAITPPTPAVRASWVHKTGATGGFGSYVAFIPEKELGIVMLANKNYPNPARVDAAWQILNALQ
#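 20 mM phosphate pH 7.0 + 0.01% (detergent screen) or 0.0001% Triton X-100; 5.3 nM AmpC reagent; cpd preinc 15 min RT; nitrocefin (800 uM stock) to start; A480 q20 s × 4 min; Activity was normalised to no-enzyme and no-compound control wells.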
# Cycloheximide cs – Cycloheximide Counterscreen for Small Molecule Inhibitors of Shiga Toxin; max response, %; cell reporter, cycloheximide protein synthesis inhibition counterscreen; AID 2314, 2010; 300,000 compounds, 12% hits; in the data active means max response mostly above about 13%, no sharp cut-off; inactive means mostly below about 14%; further: read at 38.3 µM for the half of the compounds with a filed dose; 0% is about no effect
# Shiga inhibitor – A qHTS for Small Molecule Inhibitors of Shiga Toxin. Vero cells, Shiga toxin protein synthesis inhibition reporter. inhibition, % at 38.7 µM. 290,000 compounds, 9.2% hits. AID 2315, 2010; in the data active means inhibition mostly above about 28%, no sharp cut-off; inactive means mostly below about 43%; further: 0% is about no effect
# Tb PYK inh – qHTS of Trypanosoma Brucei Inhibitors. pyruvate kinase (Trypanosoma brucei), Q57TT1. TbPYK enzyme, Kinase-Glo Plus ATP luminescence, 45 min. 410,000 compounds, 0.12% hits. Potency, µM (titrated, usually from 76.8 µM), inactives show at the highest dose activity, negative = inhibition, usual class: inhibitors; further: potency means the concentration at half of the fitted maximal effect; on the % scale 0 is the no-effect control and ±100 the full control effect; nearly all actives have a fitted effect of over 50% in size
#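 Luminescent Kinase-Glo Plus end-point after 45 min room-temperature reaction of T. brucei pyruvate kinase started with 130 uM ADP (final). Buffer TEA 50 mM pH 7.2 with KCl, MgCl2, BSA, Tween-20; titration-based qHTS with fitted concentration-effect curves.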
# LmPK inhibitor – qHTS Assay for Inhibitors of Leishmania Mexicana Pyruvate Kinase (LmPK) | Potency, µM (highest dose often 57.5 µM), for inactives: top-dose activity change, negative = inhibition, most hits filed as inhibitors | 290,000 compounds, 0.37% hits | purified LmPK, Kinase-Glo ATP luminescence, 1 h; further: potency means the concentration at half of the fitted maximal effect; on the % scale 0 is the no-effect control and ±100 the full control effect
# Target sequence (Q27686 whole entry, looked up): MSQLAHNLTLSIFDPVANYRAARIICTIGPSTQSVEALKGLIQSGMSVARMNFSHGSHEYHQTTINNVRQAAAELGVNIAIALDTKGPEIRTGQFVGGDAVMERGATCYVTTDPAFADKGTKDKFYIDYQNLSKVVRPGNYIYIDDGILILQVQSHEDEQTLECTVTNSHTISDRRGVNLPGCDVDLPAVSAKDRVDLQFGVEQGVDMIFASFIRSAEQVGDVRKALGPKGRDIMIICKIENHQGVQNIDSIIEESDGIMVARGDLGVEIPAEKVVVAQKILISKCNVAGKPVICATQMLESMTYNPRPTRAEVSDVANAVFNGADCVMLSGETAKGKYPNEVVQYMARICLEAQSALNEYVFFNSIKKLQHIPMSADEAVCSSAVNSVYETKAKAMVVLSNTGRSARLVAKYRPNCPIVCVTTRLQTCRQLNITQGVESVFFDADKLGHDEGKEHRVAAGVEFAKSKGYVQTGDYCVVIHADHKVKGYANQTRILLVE
#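 Kinase-Glo luminescence read after 1 h RT reaction of 0.1 nM LmPK with 0.5 mM PEP and 0.1 mM ADP. Activity scaled between uninhibited and enzyme-free controls.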
# Pf growth 48h – Primary qHTS for delayed death inhibitors of the malarial parasite plastid, 48 hour incubation; P. falciparum luciferase growth in erythrocytes, 48 h; Potency, µM (highest dose often 28.7 µM), without a hit: top-dose activity change, negative = inhibition, usual class: inhibitors; 310,000 compounds, 5.9% hits; AID 504832, 2011; further: potency means the concentration at half of the fitted maximal effect; on the % scale 0 is the no-effect control and ±100 the full control effect
#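 Firefly luciferase activity from engineered P. falciparum reports growth; inhibitors lower the luminescent signal. Cultures contained 2% hematocrit erythrocytes at 0.1% final parasitemia.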
# Pf growth 96h – Primary qHTS for delayed death inhibitors of the malarial parasite plastid, 96 hour incubation; P. falciparum luciferase reporter growth, 96 h; Potency, µM (titrated, usually from 28.7 µM), inactives show top-dose activity change, negative = inhibition, actives largely listed as inhibitors; 320,000 compounds, 6.9% hits; further: potency means the concentration at half of the fitted maximal effect; on the % scale 0 is the no-effect control and ±100 the full control effect
#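 Parasite growth measured via integrated firefly luciferase reporter in P. falciparum. Infected erythrocytes at 2% hematocrit, 0.05% parasitemia final were treated 96 hours at 37 C under 5% CO2, and luminescence was read.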
# * = called active by the depositor; ? = inconclusive; . = no result given; [ ] = dose if it differs, or a comment. Unless noted, the call rests on the fitted dose curve; in most records, active means well fitted curve in the direction sought with a large enough effect; inconclusive means small, poorly fitted or top-dose-only effect, or another doubt; inactive means no such curve, though single readings can be large; an effect the other way counts as inactive or inconclusive.
Compound,AmpC no deterg,Cycloheximide cs,Shiga inhibitor,Tb PYK inh,LmPK inhibitor,Pf growth 48h,Pf growth 96h
COc1cnc(-c2ccccc2)nc1Oc1ccc(Cl)cc1C,-15%,-2,-7,3%,-1%,-26%,-8%
COCCCNC(=O)CN(c1cc(Cl)cc(Cl)c1)S(C)(=O)=O,-14%,1,-5,2%,1%,-5%,6%
O=C(CCN1C(=O)c2ccccc2S1(=O)=O)Nc1nc2c(s1)CCCC2,-19%,18*,122*,-5%,4%,-1%,-1%[5.75 µM]
O=C1N(Cc2cccnc2)C[C@@H]2C[C@@H](c3ccccc3C(F)(F)F)N3CCC[C@@]123,27%,7,-9,2%,2%,?,?
COc1ccc(NC(=O)CC2C(=O)N(c3cccc(OC)c3)C(=O)N2C2CCCCC2)cc1 (centres undefined),-16%,-6,-8,-3%,0%,?,0%
N#Cc1cc(N2CCOCC2)nc2ccccc12,-1%,9,25,0%,-2%,50%[activator],0%
CCCN(CC(=O)Nc1ccc(F)c(F)c1F)C(=O)c1cc([N+](=O)[O-])ccc1N1CCOCC1,3%,.,.,-7%,.,8%,?
O=C(COC(=O)c1cc([N+](=O)[O-])ccc1N1CCOCC1)Nc1ncc(Cl)cc1Cl,-16%,9,18,9%,4%,2%,-6%
CC(NC(=O)/C=C/c1ccc(Br)cc1)c1ccccc1 (centres undefined),-26%,1,-13,-4%,2%,-24%,41%[activator]
CS(=O)(=O)c1cccc(NC(=O)C2CCCN2S(=O)(=O)c2ccc(F)cc2)c1 (centres undefined),-12%,-6,5,0%,1%,3%,62%[activator]
Nc1c(N(Cc2ccccc2)C(=O)COc2ccc(F)cc2)c(=O)[nH]c(=O)n1Cc1ccccc1,-25%,0,-7,11%,-4%,-23%,15%
O=C1CCCC(O)=C1C=Nc1ccc2c(c1)oc1ccccc12,-13%,9,2,6%,6%,51%[activator],.
O=C(O)c1ccc(/C=C2\SC(=S)N(Nc3ccccc3)C2=O)cc1,-29%,24*,80*,-17%,?,-24%,?
COc1ccc(-n2nc3c(c2NC(=O)CCCCl)CSC3)cc1,-16%,16*,28,-1%,6%,?,?
c1ccc(C2CCC(N3CCNCC3)CC2)cc1 (centres undefined),-40%,-3,12,-8%,2%,-2%,69%[activator]
O=C(Oc1cc(-c2ccccc2)no1)c1ccc(Cl)cc1,-6%,-1,-4,4%,-2%,.,7%
CC(=O)c1c(N2CCN(Cc3ccc4c(c3)OCO4)CC2)nc(=S)n(-c2ccccc2)c1C,124%[activator],-2,-18,-10%,-7%,-17%,?
NCCCNC(=O)c1cc2ccccc2[nH]1,-21%,-4,-21,-4%,-5%,?,8%
O=C(Nc1ccccc1F)c1ccc2c(c1)CCN2S(=O)(=O)c1ccccc1,-59%,-5,-5,2%,-2%,?,8%
Cc1cccc(N(C)C(=O)c2cc3c(=O)[nH]c4ccc(C)cc4c3s2)c1,0%,-2,21,2%,8%,?,?
COc1ccc(CC(C)NC2CCCCCC2)cc1 (centres undefined),-11%,0,-15,-2%,1%,?,?
COc1ccc(S(=O)(=O)N/N=C(/C)c2cccc(NC(=O)c3ccccc3Cl)c2)cc1,23%,5,-6,-7%,8%,5%,49%[activator]
O=C(/C=C/c1c(F)cccc1Cl)NCc1ccco1,-40%,39*,182*,-2%,-4%,13%,113%[activator]
NS(=O)(=O)c1ccc(CCNC(=O)CN2CCCCC2)cc1,-29%,-1,-4,-3%,0%,14%,?
COC(=O)[C@@H](NC(=O)NC1CCN(Cc2ccccc2)CC1)C(C)C,-1%,-2,-1,-7%,2%,6%,-22%
COc1ccc2oc(C(=O)NCCN3CCOCC3)c(C)c2c1OC,-7%,61*,63*,3%,?,172%[activator],3%
Cc1ccc(NC(=O)CN(C)C(=O)Cn2cc(C(F)(F)F)ccc2=O)cc1,4%,-1,-1,-17%,0%,22%,-2%
O=C(Nc1ccc([N+](=O)[O-])cc1)c1cncc(Br)c1,-15%,13,23,1%,2%,?,-8%
O=C(Nc1cccnc1Cl)c1cc(-c2cccc(O)c2)on1,-33%,16*,70*,0%,-3%,44%[activator],-3%
CCOC(=O)c1ccc(NC(=O)C2C3CCCCC32)cc1 (centres undefined),-17%,43*,103*,-3%,-4%,-22%,-163%
O=c1c(Cc2c(F)cccc2Cl)c(O)ccn1CCc1c[nH]c2ccccc12,-14%[2.29 µM],-1,-12,-4%,-1%,?,5.2µM*
C=CCn1c(SCc2nnc(-c3ccccc3)o2)nnc1C(O)c1ccccc1 (centres undefined),-2%,7,-1,2%,-4%,1%,.
Cc1cnc(NC(=O)/C=C/c2ccc(Br)o2)s1,-8%,16*,81*,-2%,-2%,111%[activator],35%[activator]
Clc1ccccc1Cn1c(/C=C/c2ccco2)nc2ccccc21,-14%,90*,132*,-18%,-6%,?,?
Cc1cc(C)c2c(N)c(C(=O)NNC(=O)c3ccccc3)sc2n1,-19%,45*,93*,-11%,-5%,134%[activator],?
CCOC(=O)N1CCC(NCCNC(=O)c2ccccc2Cl)CC1,-11%,0,36,4%,-4%,-2%,?
Cc1ccc(OCC(=O)Nc2ccccc2C(=O)N2CCCC2)cc1,3%,9,7,0%,-5%,10%,-23%
CC(C)Oc1ccc(CCC(=O)NNC(=O)CCC(=O)O)cc1,4%,-2,-9,2%,-3%,?,-14%
CCN(CC)C(=O)C1CCN(c2ncnc3c2cnn3-c2ccc(C)cc2C)CC1,109%[activator],6,12,-7%,5%,1%,222%[activator]
CCCC(CCC(=O)Nc1ccc(S(N)(=O)=O)cc1)C(=O)O (centres undefined),1%,-3,-5,?,-8%,.,2%
Cc1cc(C(=O)O)oc(=O)c1,-20%,-2,-8,-8%,-7%,22%,11%
CN(c1cccc(NC(=O)c2cccc([N+](=O)[O-])c2)c1)S(C)(=O)=O,-30%,27*,35,3%,1%,?,39%[activator]
CCOC(=O)Nc1cccc(C(=O)O)c1,-5%,14*,31*,-6%,-7%,23%,.
C/C(=N\NC(=O)C1CC1)c1ccc(OC(F)F)cc1OC(F)F,2%,-5,4,-1%,-3%,?,?
Cc1ccc(CN2CCN(Cc3nc4c(s3)CCCC4)CC2CCO)cc1 (centres undefined),133%[activator],-2,-7,-4%,3%,-10%,-25%[5.75 µM]
C=CCNC(=O)COC(=O)c1ccc(C)c(NC(=O)c2ccco2)c1,-12%[11.4 µM],1,1,5%,2%,29%,27%
COc1ccc(C(=O)N/N=C(\C)c2ccccn2)cc1OC,-10%,22*,42*,-2%,5%,?,51%[activator]
COc1cc(CNCCc2ccccc2)ccc1OCc1ccc(Cl)nc1,-2%,9,35,?,-5%,.,-100%
CCN(CC(=O)NCCC1=CCCCC1)S(=O)(=O)c1ccccc1,64%[activator],-1,3,-1%,2%,-10%,-9%
COc1cccc(CN(C)C(=O)CC2C(=O)NCCN2C2Cc3ccccc3C2)c1 (centres undefined),105%[activator],0,-29,4%,-11%,1%,-12%
Cc1ccc(NC(=O)c2ccc(S(=O)(=O)NCC3CCCO3)cc2)cc1 (centres undefined),-1%,9,31*,2%,2%,-18%,-23%
COc1ccc(Nc2cc(C(=O)NCc3ccco3)c3ccccc3n2)cc1,-5%,6,12,.,4%,32%[activator],25%
O=C(NCc1ccccc1)c1ccc(OCC2CCCO2)cc1 (centres undefined),-18%,21,33,-3%,1%,26%,27%
COc1nc(OCCNC(C)=O)nc(N(C)C)n1,-2%,0,-3,-6%,0%,-5%,-3%
Cc1cc2c3nonc3ccc2n1C,1%,-4,-5,-2%,-3%,39%[activator],-14%
COc1ccc(-c2nnc3ccc(SCC(=O)NCc4ccco4)nn23)cc1OC,-23%,-2,-7,1%,7%,.,126%[activator]

# An excerpt of these results, with values under each structure:
# Results follow in this order: AmpC no deterg, Cycloheximide cs, Shiga inhibitor, Tb PYK inh, LmPK inhibitor, Pf growth 48h, Pf growth 96h
COc1ccc(C(=O)N/N=C(\C)c2ccccn2)cc1OC
 : -10%, 22*, 42*, -2%, 5%, ?, 51%[activator]
COc1cc(CNCCc2ccccc2)ccc1OCc1ccc(Cl)nc1
 : -2%, 9, 35, ?, -5%, ., -100%
CCN(CC(=O)NCCC1=CCCCC1)S(=O)(=O)c1ccccc1
 : 64%[activator], -1, 3, -1%, 2%, -10%, -9%
COc1cccc(CN(C)C(=O)CC2C(=O)NCCN2C2Cc3ccccc3C2)c1 (centres undefined)
 : 105%[activator], 0, -29, 4%, -11%, 1%, -12%
Cc1ccc(NC(=O)c2ccc(S(=O)(=O)NCC3CCCO3)cc2)cc1 (centres undefined)
 : -1%, 9, 31*, 2%, 2%, -18%, -23%
COc1ccc(Nc2cc(C(=O)NCc3ccco3)c3ccccc3n2)cc1
 : -5%, 6, 12, ., 4%, 32%[activator], 25%
O=C(NCc1ccccc1)c1ccc(OCC2CCCO2)cc1 (centres undefined)
 : -18%, 21, 33, -3%, 1%, 26%, 27%
COc1nc(OCCNC(C)=O)nc(N(C)C)n1
 : -2%, 0, -3, -6%, 0%, -5%, -3%
Cc1cc2c3nonc3ccc2n1C
 : 1%, -4, -5, -2%, -3%, 39%[activator], -14%
COc1ccc(-c2nnc3ccc(SCC(=O)NCc4ccco4)nn23)cc1OC
 : -23%, -2, -7, 1%, 7%, ., 126%[activator]

# Next part:
Compound,AmpC no deterg,Cycloheximide cs,Shiga inhibitor,Tb PYK inh,LmPK inhibitor,Pf growth 48h,Pf growth 96h
O=C(NCCCN1CCN(CCCNC(=O)c2ccc(F)cc2)CC1)c1ccc(F)cc1,7%,5,-7,2%,-1%,9%,?
Cc1ccc(-c2nc(C=Nc3ccc(O)cc3)c(O)o2)cc1,-31%,44*,125*,-8%,2%,?,12%
O=C(O)c1ccc(N=Nc2c(-c3ccccc3)[nH]oc2=O)cc1,-10%,-4,24,-7%,-6%,.,6%
O=C(CN1CCc2ccccc2C1)Nc1ccccc1C(=O)NC1CC1,-17%,.,.,-3%,.,-26%,?
O=S(=O)(CS(=O)(=O)c1ccc(Cl)cc1)c1ccc(Cl)cc1,-37%,-2,-4,-1%,1%,10%,-7%
